Screening data from PubChem BioAssay.
UBC9 SUMO inh: inhibitors of human SUMOylation (UBC9). P63279. HTRF SUMOylation assay, SAE1/SAE2 + UBC9, in vitro. inhibition, % at 35 µM. 290,000 tested, 0.36% active. AID 2006; in the data active = inhibition above about 50%, passing the limit was not always enough; note: strong numbers were not always called active
PHOSPHO1 inh: inhibitors of human PHOSPHO1 phosphatase; 290,000 tested, 1.1% active; inhibition, % at 13.3 µM; Q8TCT1; recombinant PHOSPHO1, absorbance phosphatase assay; AID 1565; in the data active = inhibition above about 60%
VIM-2 inh: blocks Pseudomonas aeruginosa VIM-2 metallo-beta-lactamase | purified VIM-2, nitrocefin hydrolysis, epi-absorbance fluorescence | inhibition, % at 5.6 µM | 290,000 tested, 0.89% active;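 active = inhibition above the mean of all tested compounds plus 3 SD, cutoff set per screening run, cut at about 7.5% in these data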;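 note: red hydrolysis product quenches plate fluorescence so inhibitors raise well fluorescence; 0% = enzyme with DMSO and 100% = DMSO without enzyme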
IMP-1 inhibitor: inhibitors of Pseudomonas aeruginosa IMP-1 metallo-beta-lactamase; purified IMP-1, nitrocefin hydrolysis, epi-absorbance fluorescence; inhibition, % at 5.6 µM; 290,000 tested, 0.45% active; AID 1556;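 active = inhibition above the mean plus 3 SD of all compounds in the same screening run, cut at about 4.5% in these data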;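 note: 0% = IMP-1 with DMSO and 100% = DMSO wells lacking enzyme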
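Test system: recombinant IMP-1 enzyme, purified / Medium: HEPES buffer pH 7.1 with ZnSO4 and Brij 35 / Doses: single dose, 5.6 µM / Times: 25 °C, 15 min preincubation, 25 min reaction / Detection: Epi-absorbance via hydrolysed-nitrocefin quenching of white-plate fluorescence, 480/530 nm, EDTA stop / Evaluation: percent inhibition from optical density relative to buffer-blank wells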
MEKK3 PB1 HTS: raises or lowers MEK5 binding to the human MEKK3 PB1 domain. binding response (% of control), % at 10 µM. AID 1529. Q99759. 290,000 tested, 1.4% active. bead-based flow cytometry, Alexa488-MEK5 binding to MEKK3; actives lie on both sides; 0 = blocked by unlabeled MEK5, 100 = vehicle;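 active = binding response more than 3 SD above or below the average of its plate-row segment, actives on both sides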;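 note: Alexa488 bead fluorescence after subtracting the streptavidin-only scavenger bead signal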
NS3 helicase inh: blocks Hepatitis C virus NS3 helicase unwinding; NS3 helicase DNA unwinding, Cy5 molecular beacon fluorescence; inhibition, % at 10.9 µM; 290,000 tested, 0.56% active;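 active = inhibition above the mean of all tested compounds plus 3 SD, set per campaign, cut at about 35% in these data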;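 note: 0% = DMSO wells and 100% = thioflavine S control wells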
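Assay system – hepatitis C virus NS3 helicase domain fragment enzyme · Buffer or medium – MOPS pH 6.5, MgCl2, DTT, Tween20, BSA · Reagent – Cy5/quencher beacon DNA duplex and ATP to start · Compound – single 10.9 µM dose · Timing – 1 h at 25 °C · Technique – Cy5 beacon fluorescence read at start and 1 h · Measure – % inhibition of unwinding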
pCIP destab: compounds decreasing mouse p/CIP protein stability; F442A p/CIP-EGFP cells, EGFP fluorescence, 16 h; Q05BA5; AID 1984; 290,000 tested, 0.01% active; decrease of EGFP signal, % at 10 µM;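 active = EGFP signal decrease of at least 30% at 10 µM or well 3 SD below plate mean, unless failing retest; inactive = the rest, including hits failing retest or dose response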; note: some compounds called inactive have numbers as strong as hits; many of its hits are not listed in these tables
Target sequence (Q05BA5 1-1403): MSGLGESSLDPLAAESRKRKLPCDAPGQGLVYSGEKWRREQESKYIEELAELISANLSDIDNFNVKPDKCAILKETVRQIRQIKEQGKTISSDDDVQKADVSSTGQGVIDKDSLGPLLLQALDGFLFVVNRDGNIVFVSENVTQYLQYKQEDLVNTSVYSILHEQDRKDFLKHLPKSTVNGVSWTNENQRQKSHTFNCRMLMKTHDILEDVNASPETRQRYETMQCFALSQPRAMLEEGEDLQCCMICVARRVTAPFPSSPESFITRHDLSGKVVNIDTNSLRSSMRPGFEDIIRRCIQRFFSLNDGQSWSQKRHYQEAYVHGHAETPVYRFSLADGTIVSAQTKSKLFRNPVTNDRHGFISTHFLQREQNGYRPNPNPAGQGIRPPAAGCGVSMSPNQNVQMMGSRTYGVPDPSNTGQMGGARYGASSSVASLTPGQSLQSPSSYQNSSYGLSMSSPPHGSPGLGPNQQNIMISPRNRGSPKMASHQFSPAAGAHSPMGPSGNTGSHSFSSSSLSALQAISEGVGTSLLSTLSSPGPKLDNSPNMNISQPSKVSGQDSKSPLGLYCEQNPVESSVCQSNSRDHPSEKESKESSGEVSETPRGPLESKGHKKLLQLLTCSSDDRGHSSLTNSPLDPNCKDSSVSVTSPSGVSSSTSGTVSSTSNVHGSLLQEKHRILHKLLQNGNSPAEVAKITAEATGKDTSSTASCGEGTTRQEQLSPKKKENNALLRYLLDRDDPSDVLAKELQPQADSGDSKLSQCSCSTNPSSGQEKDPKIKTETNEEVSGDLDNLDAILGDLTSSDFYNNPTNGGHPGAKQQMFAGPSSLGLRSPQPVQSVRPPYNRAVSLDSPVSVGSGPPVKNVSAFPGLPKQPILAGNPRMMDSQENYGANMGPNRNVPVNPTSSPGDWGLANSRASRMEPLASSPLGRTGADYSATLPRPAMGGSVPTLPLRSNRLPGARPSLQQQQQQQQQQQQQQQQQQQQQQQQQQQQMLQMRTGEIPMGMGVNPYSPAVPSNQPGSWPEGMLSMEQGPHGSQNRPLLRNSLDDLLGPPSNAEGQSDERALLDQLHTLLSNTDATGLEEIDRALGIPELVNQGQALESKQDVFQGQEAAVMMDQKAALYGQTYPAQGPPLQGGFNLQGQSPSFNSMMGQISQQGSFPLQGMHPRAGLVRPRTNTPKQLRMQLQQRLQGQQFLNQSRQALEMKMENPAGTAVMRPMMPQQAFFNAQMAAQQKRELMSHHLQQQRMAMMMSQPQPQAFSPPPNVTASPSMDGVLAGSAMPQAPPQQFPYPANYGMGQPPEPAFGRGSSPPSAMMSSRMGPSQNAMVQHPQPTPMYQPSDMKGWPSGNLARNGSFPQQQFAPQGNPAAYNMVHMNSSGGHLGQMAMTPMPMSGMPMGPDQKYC
IDE cell activ: boosts human insulin-degrading enzyme activity in HEK cells | P14735 | FAbeta-B cleavage, fluorescence polarization; 0% vehicle, 100% cell-free pure enzyme wells | activation, % at 5.96 µM | 340,000 tested, 0.073% active | AID 493087;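 active = activation above the mean of all tested compounds plus 3 SD, set per screening campaign, cut at about 17% in these data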
FID counter: displaces DNA intercalator in HCV helicase counter-screen. 290,000 tested, 0.17% active. DNA fluorescent intercalator displacement, fluorescence. inhibition, % at 7.9 µM; in the data active = inhibition above about 37%;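 note: 0% = vehicle and 100% = reference compound; higher means more ethidium bromide displaced from hairpin DNA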
* = called active by the depositor; . = no result given. Some of the compounds tested; rates above refer to the full screens.

smiles	UBC9 SUMO inh	PHOSPHO1 inh	VIM-2 inh	IMP-1 inhibitor	MEKK3 PB1 HTS	NS3 helicase inh	pCIP destab	IDE cell activ	FID counter
CC(C)(C)SCCNC(=O)CN(c1ccccc1)S(=O)(=O)c1ccc(F)cc1	15.5	26.9	-2.9	-2.0	103.0	-6.4	-3.1	0.7	-9.7
CC1CCc2c(sc(NC(=O)c3ccc(-c4ccccc4[N+](=O)[O-])o3)c2C#N)C1 (configuration not stated)	-6.1	37.5	-3.1	-0.9	88.0	3.4	-0.2	5.8	1.0
CCN(CC)CCCNC(=O)c1cc2nc3c(c(C(F)(F)F)n2n1)CCc1ccccc1-3	23.5	-32.7	13.4*	-2.7	103.0	-5.2	-0.2	-5.7	24.1
O=C(NC1CCCCC1)C(c1ccc(F)cc1)N(C(=O)c1csnn1)C1CCCC1 (configuration not stated)	12.3	0.0	-3.2	-2.4	102.0	3.9	7.3	-3.6	-42.3
CCCCC(=O)OCc1nc(N)nc(Nc2ccccc2C)n1	11.3	6.3	-3.1	-4.9	100.0	3.8	-12.4	2.6	-11.3
O=C(CC1c2ccccc2Oc2ccccc21)N1CCN(c2ccccn2)CC1	-13.2	30.5	-4.5	0.4	101.0	-10.7	1.7	-0.3	-6.8
CCn1c(=O)c2ccccc2n(Cc2cccc([N+](=O)[O-])c2)c1=O	5.3	18.5	0.0	-1.4	103.0	-12.6	-10.8	1.9	-3.5
CN(CC(=O)Nc1ccccc1)CC(=O)Nc1ccc(F)cc1	2.2	26.1	0.6	-1.3	93.0	-1.3	-4.6	1.5	-9.7
O=C(CCc1nnc(CCc2ccccc2)o1)NC(c1cccnc1)C(F)(F)F (configuration not stated)	-7.5	22.5	-2.6	-2.7	99.0	6.4	0.3	-4.5	-17.4
CN(C)CCNc1c2c(nc3nnnn13)CCCC2	-12.4	-7.7	-2.3	-2.1	102.0	-0.3	3.6	4.2	-0.4
O=C1C=C(Nc2ccccc2O)c2ccccc2C1=O	28.2	28.7	-3.4	-2.9	101.0	16.5	-27.7	0.5	2.1
N#CCSc1nc(-c2ccccc2)nc2ccccc12	9.4	18.5	4.3	-1.9	97.0	-9.4	-9.9	1.4	-7.4
Cc1ccc(C(=O)Nc2ccc(Nc3ccccc3)cc2)c(Cl)c1	0.3	13.9	-0.7	-1.4	101.0	3.9	-15.0	1.5	-10.4
CCOC(=O)c1c(COC(=O)c2ccco2)nc2ccccc2[n+]1[O-]	-14.3	-10.9	-5.1	-4.0	99.0	9.1	1.3	0.7	-10.0
Cc1ccc(N2C(=O)C3ON(c4ccccc4)C(CC(C)C)C3C2=O)cc1 (configuration not stated)	16.3	21.4	0.1	-1.4	102.0	-0.7	-15.7	3.0	-15.6
COc1ccccc1-c1c(C)oc2c(CN3CCN(C)CC3)c(O)ccc2c1=O	6.5	3.4	-0.6	-1.9	102.0	1.8	-12.8	-2.0	-3.2
N#Cc1ccc(OC(=O)c2cnccn2)cc1	17.5	39.2	-3.2	-4.2	109.0	1.4	-18.1	5.2	7.6
COc1cccc(NC(=O)CN2CCN(S(=O)(=O)c3ccc(C(C)C)cc3)CC2)c1	-14.3	10.0	-1.5	-1.0	104.0	-12.3	8.9	-0.9	-29.0
O=C(NCC1CCCO1)C1CC1(c1ccccc1)c1ccccc1 (configuration not stated)	4.4	-6.2	-1.8	-1.8	100.0	7.7	-13.1	-6.0	-3.7
COc1cccc(CC(Cc2nc3ccccc3[nH]2)c2nc3ccccc3[nH]2)c1 (configuration not stated)	-6.5	-3.0	-6.4	-2.8	106.0	-1.4	-10.9	1.2	2.8
O=C(Nc1ccc(-n2ccc(C(F)(F)F)n2)cc1)c1cccs1	18.8	22.2	0.0	1.2	103.0	6.2	-8.2	2.4	-5.0
C/C(=N\NC(=O)CCCOc1ccc(Cl)cc1C)c1ccc(C)o1	-7.9	-7.4	-2.2	-1.1	90.0	-7.5	-9.4	0.5	-18.1
COc1ccccc1/C=C/C=N/n1c(-c2n[nH]c3c2CCC3)n[nH]c1=S	0.0	23.1	-5.0	-4.0	102.0	11.7	1.5	.	-7.9
COc1ccc(Cl)cc1NC(=O)Nn1cnnc1	5.5	-2.6	-1.8	-3.6	101.0	-2.0	-5.3	6.1	-4.4
CCOC(=O)c1ccc(N2C(=O)CC(Nc3ccc(O)cc3)C2=O)cc1 (configuration not stated)	37.2	23.6	1.8	-3.1	128.0*	15.1	-3.9	0.5	-24.4
COc1cc(CCCN2C(N)=NC[C@@H]2c2ccccc2)cc(OC)c1OC	18.6	35.3	.	.	109.0	.	0.4	7.2	.
Cc1cc([N+](=O)[O-])nn1CC(=O)NC(C)c1ccccc1 (configuration not stated)	1.9	.	1.4	0.8	105.0	10.2	11.7	-3.1	0.0
Cc1nn(S(=O)(=O)c2cccs2)c(C)c1Sc1ccccc1	1.1	3.8	-1.0	-3.6	104.0	1.8	1.3	.	-7.6
CCOc1ccc2c(c1)c(N=O)c(O)n2C	3.1	-2.0	1.1	-1.2	93.0	-2.2	-5.5	1.8	-2.8
O=C(NC1CCCC1)C(c1cccs1)N(Cc1ccco1)C(=O)Cn1nnc(-c2cccs2)n1 (configuration not stated)	-12.0	-6.9	-2.8	-3.4	102.0	10.8	2.3	-3.2	-25.1
CCOC(=O)C12CNC(=O)C(C(=O)OCC)(CNC1=O)C2	17.5	6.7	-0.7	-2.8	106.0	-1.9	-12.6	-5.5	-3.1
CCOC(=O)c1cnc(SCC(=O)Nc2ccc(NC(C)=O)c(OC)c2)nc1N	11.2	-44.6	-1.7	-2.3	106.0	-0.3	-6.3	3.8	-12.5
Cc1ccc2nc(Cl)c(C3CC(c4ccco4)=NN3C(=O)CCCC(=O)O)cc2c1 (configuration not stated)	6.6	26.8	-2.8	-2.2	99.0	1.8	-0.3	0.8	-35.1
CCOc1ccc(/C=N/NC(=O)C(C)Sc2ccccn2)cc1OCC (configuration not stated)	10.4	-6.8	-2.6	0.2	98.0	4.3	-20.4	6.3	-23.7
COc1ccc(Cn2nnnc2C(c2cc(OC)ccc2OC)N2CCC(C(N)=O)CC2)cc1 (configuration not stated)	6.0	32.3	-1.2	1.5	106.0	0.9	-6.6	4.1	-23.8
Cc1ccn2c(NC(=O)c3ccccc3)c(-c3cccs3)nc2c1	3.2	22.9	-3.3	-2.6	112.0	0.0	-6.9	4.9	-4.0
CCN(CCN1CCCC1)C(=O)C1CCC(=O)N(CCCN2CCOCC2)C1 (configuration not stated)	10.2	38.3	0.1	1.1	99.0	22.1	-4.9	2.0	10.3
Cc1[nH]n(C(N)=S)c(=O)c1N=Nc1ccccc1C(F)(F)F	4.3	.	-3.2	-3.3	97.0	2.2	-9.7	-0.8	-6.6
COc1ccc(C(=O)Nc2ccccc2C(=O)N/N=C/c2ccc(O)c(OC)c2)cc1	-20.9	22.9	-1.6	-2.6	105.0	1.8	-4.5	3.5	-1.6
CC(C)OC(=O)C(C)Oc1ccc(C(=O)NCCc2ccccc2)cc1 (configuration not stated)	0.0	-43.0	-3.0	1.5	123.0*	1.8	-11.7	0.1	-28.5
CC(NC(=O)COc1ccccc1)C1COc2ccccc2O1 (configuration not stated)	.	.	0.1	-3.4	95.0	-3.3	.	3.1	-16.4
CCn1cc(C(=O)NC2CC(C)(C)Cc3c2cnn3-c2cccc(F)c2)cn1 (configuration not stated)	-0.8	23.3	-1.2	-1.2	101.0	9.3	-5.7	-0.6	-41.3
CC(C)C(Nc1ccc(S(=O)(=O)N2CCOCC2)cc1[N+](=O)[O-])C(=O)O (configuration not stated)	8.4	24.4	-0.1	-1.7	84.0	-3.7	-5.6	4.9	-1.2
CC(Nc1ccccc1N1CCCCC1)C(=O)N1CCc2ccccc21 (configuration not stated)	2.1	-24.3	-2.9	-2.5	100.0	5.3	-9.5	1.8	-0.7
Cc1ccc(-c2csc(NCCn3c(-c4ccncc4)nc4ccccc43)n2)cc1	1.5	20.2	-2.5	-2.9	105.0	-4.5	-4.0	-2.4	-36.7
COc1cccc(-c2nc(NC(C)(C)C)c3ccccc3n2)c1O	12.6	27.3	-0.2	-0.1	103.0	-8.1	2.2	-0.7	-4.8
Cc1ccc(-c2cc(C(=O)Nc3ccc(S(=O)(=O)Nc4ncccn4)cc3)c3ccccc3n2)cc1	14.4	14.9	1.7	0.7	94.0	20.3	-5.4	-3.7	-11.8
Cc1cccc(NC2=C(Cl)C(=O)OC2OC(C)C)c1 (configuration not stated)	3.3	51.9	-1.8	-2.2	102.0	10.0	-0.5	6.4	-0.7
O=C(O)c1ccc(C2SCC(=O)N2Cc2ccccc2)cc1 (configuration not stated)	-7.0	3.7	-4.2	-5.5	106.0	-3.4	-2.8	2.2	-0.8
CC1=NN(c2ccccc2)C(=O)C1C(=O)c1ccccc1 (configuration not stated)	5.0	1.6	-1.4	-3.4	103.0	7.8	2.0	2.8	-1.3
COc1ccccc1NC(=O)C(=O)/C=C(\O)c1ccccc1	15.2	6.1	-1.3	-1.9	94.0	3.5	-8.6	1.0	-3.6
C=CCC1NS(=O)(=O)O[C@H](CCCC)[C@@H]1O (some centres not stated)	8.9	-1.7	-0.3	-2.8	101.0	17.3	-4.0	5.1	0.6

Shown as a hit in VIM-2 inh, of those listed so far:
Compound,UBC9 SUMO inh,PHOSPHO1 inh,VIM-2 inh,IMP-1 inhibitor,MEKK3 PB1 HTS,NS3 helicase inh,pCIP destab,IDE cell activ
CCN(CC)CCCNC(=O)c1cc2nc3c(c(C(F)(F)F)n2n1)CCc1ccccc1-3,23.5,-32.7,13.4*,-2.7,103.0,-5.2,-0.2,-5.7

Shown with values under each structure: 2 of the compounds above
The line under a structure holds: UBC9 SUMO inh	PHOSPHO1 inh	VIM-2 inh	IMP-1 inhibitor	MEKK3 PB1 HTS	NS3 helicase inh	pCIP destab	IDE cell activ	FID counter
- CCOC(=O)C12CNC(=O)C(C(=O)OCC)(CNC1=O)C2
  17.5	6.7	-0.7	-2.8	106.0	-1.9	-12.6	-5.5	-3.1
- CCOC(=O)c1cnc(SCC(=O)Nc2ccc(NC(C)=O)c(OC)c2)nc1N
  11.2	-44.6	-1.7	-2.3	106.0	-0.3	-6.3	3.8	-12.5

As entered above.
`CN(CC(=O)Nc1ccccc1)CC(=O)Nc1ccc(F)cc1` in pCIP destab = -4.6
`CC1CCc2c(sc(NC(=O)c3ccc(-c4ccccc4[N+](=O)[O-])o3)c2C#N)C1` (configuration not stated) in PHOSPHO1 inh = 37.5
`Cc1ccc(N2C(=O)C3ON(c4ccccc4)C(CC(C)C)C3C2=O)cc1` (configuration not stated) in FID counter = -15.6
`Cc1ccc(-c2cc(C(=O)Nc3ccc(S(=O)(=O)Nc4ncccn4)cc3)c3ccccc3n2)cc1` in pCIP destab = -5.4
